Screening data deposited in PubChem BioAssay by National Center for Advancing Translational Sciences (NCATS).
PGK inhibitor – T. brucei PGK inhibition; P07378; PGK/GAPDH coupled, Kinase-Glo luminescence, 60 min; Potency, µM (highest dose often 57.5 µM), without a hit: at the top dose activity change, negative = inhibition, hits mostly inhibitors; 380,000 compounds, 0.043% hits; AID 602233; further: nearly all actives have a fitted effect of over 60% in size
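Recombinant glycosomal PGK reaction used 1,3-bisphosphoglycerate generated in-well by GAPDH (100nM final) in 100mM TEA pH 7.6, 5mM MgCl2, 0.01% Tween-20. After 60 minutes at room temperature, ATP was read by Kinase-Glo Plus luminescence end-point.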
GLS inhibitor – inhibitors of human glutaminase (GLS) | O94925 | GLS enzymatic activity, qHTS titration | Potency, µM (highest dose often 45.5 µM), for inactives: at the top dose activity change, negative = inhibition, most hits filed as inhibitors | 410,000 compounds, 0.21% hits
Target sequence (O94925 whole entry, looked up): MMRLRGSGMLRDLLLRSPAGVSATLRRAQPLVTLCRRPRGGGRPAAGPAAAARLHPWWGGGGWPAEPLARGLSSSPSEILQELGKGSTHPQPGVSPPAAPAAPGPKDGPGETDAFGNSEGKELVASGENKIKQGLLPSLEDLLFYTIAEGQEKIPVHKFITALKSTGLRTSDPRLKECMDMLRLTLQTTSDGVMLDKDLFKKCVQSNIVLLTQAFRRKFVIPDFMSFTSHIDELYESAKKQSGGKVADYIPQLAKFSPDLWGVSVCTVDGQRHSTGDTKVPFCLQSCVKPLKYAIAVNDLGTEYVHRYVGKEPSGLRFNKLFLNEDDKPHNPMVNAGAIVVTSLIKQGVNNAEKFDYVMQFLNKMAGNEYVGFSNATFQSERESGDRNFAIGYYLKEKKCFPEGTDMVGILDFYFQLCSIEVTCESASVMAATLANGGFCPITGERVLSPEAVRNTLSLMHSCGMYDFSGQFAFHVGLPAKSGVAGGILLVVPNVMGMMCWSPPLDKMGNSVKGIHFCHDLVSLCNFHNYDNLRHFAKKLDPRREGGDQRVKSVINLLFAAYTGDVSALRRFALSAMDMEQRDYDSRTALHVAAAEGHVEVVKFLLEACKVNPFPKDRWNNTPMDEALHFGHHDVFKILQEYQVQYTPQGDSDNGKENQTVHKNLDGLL
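Compounds were pin-transferred onto hKGA, after which L-glutamine (1 mM solution) and a detection mix of glutamate oxidase, HRP and Amplex Red were added. Initial and 30 min RT fluorescence reads were collected.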
Numbers without * were called inactive; i = inactive. The call rests on the fitted dose curve; in most records, active means well fitted curve in the direction sought with a large enough effect; inconclusive means small, poorly fitted or top-dose-only effect, or another doubt; inactive means no such curve, though single readings can be large; an effect the other way counts as inactive or inconclusive. On the % scale 0 is the no-effect control and ±100 the full control effect; potency means the concentration at half of the fitted maximal effect. Only part of the results is shown; the hit share may differ from the screen's.

nr | PGK inhibitor | GLS inhibitor | Compound
1 | -9% | -3% | C[C@@H]1CNC(=O)c2c(C(=O)N[C@@H](Cc3c[nH]c4ccccc34)C(=O)OC(C)(C)C)ncn21
2 | -1% | -1% | CCOC(=O)CCCCCC(=O)Nc1ccc2c(c1)C(=O)N([C@H](C)CO)C[C@H](C)[C@@H](CN(C)S(C)(=O)=O)OCCCC[C@@H](C)O2
3 | 1% | -2% | CNC(=O)C[C@H]1C(=O)N(C2CCCCC2)C[C@@H]1C
4 | 6% | 1% | COc1cccc(CN(C)C[C@@H]2OCc3cnnn3CCCC(=O)N([C@@H](C)CO)C[C@H]2C)c1
5 | 0% | -1% | CC(C)NC(=O)N(C)C[C@@H]1OCc2cn(nn2)CCCC(=O)N([C@H](C)CO)C[C@H]1C
6 | -8% | 11% | CCN(CC)C(=O)C1=C(C)N(CCCOC)C(=O)C(CC(=O)NCCN2CCOCC2)C1 (configuration not stated)
7 | 8% | 8% | Cc1ccc(SCc2c(C(=O)N/N=C/c3ccc(C)o3)nnn2-c2nonc2N)cc1
8 | -1% | 0% | COCCNc1nnc(SCC(=O)c2cc(C)n(C3CC3)c2C)s1
9 | i | -6% | Cc1ccc2nc(-c3ccc(Br)cc3)cc(C(=O)NCC3CCCO3)c2c1 (configuration not stated)
10 | -5% | 2% | O=C(/C=C/c1cccc([N+](=O)[O-])c1)OCC(=O)N1CCCCC1
11 | -5% | 1% | [O-][n+]1ccc(CC(O)(C(F)(F)F)C(F)(F)F)cc1
12 | i | 8% | COc1cc(N(CCCn2cnc3c(SC)ncnc32)CCCn2cnc3c(SC)ncnc32)cc(OC)c1OC

(next part)
nr | PGK inhibitor | GLS inhibitor | Compound
13 | -6% | 8% | Cc1noc(NS(=O)(=O)c2ccc(NC(=O)/C=C/c3ccc(Cl)cc3Cl)cc2)c1C
14 | 10% | 3% | O=C(c1ccc(N2C(=O)CCC2=O)cc1)N1CCCSC1=Nc1ccccc1
15 | -6% | 2% | O=C(COC(=O)c1cc(S(=O)(=O)N2CCOCC2)ccc1Cl)Nc1ccc(Cl)cn1
16 | -5% | 4% | COc1cc2ccc(C(=O)O)cc2cc1OC
17 | 0% | -6% | C[C@@H]1CN([C@@H](C)CO)C(=O)c2cc(Br)cnc2O[C@H]1CN(C)S(=O)(=O)c1cccs1
18 | -11% | 14% | Cc1ccccc1SCC(=O)NCC1(N2CCCCC2)CCCCC1
19 | 1% | 0% | CCN1C(=O)[C@H]2[C@@H](c3ccc(OC)cc3)N[C@]3(CCCN(Cc4cccn4C)C3=O)[C@H]2C1=O
20 | -1% | 2% | COc1ccc(NC(=O)COC(=O)c2c(NC(C)=O)sc(C)c2C)cc1
21 | -2% | -9% | COc1ccc(CNC(=O)O[C@@H]2C[C@H]3C(=O)N(c4ccccc4)C(=O)[C@H]3[C@@]3(CN(S(=O)(=O)c4ccc(C)cc4)C[C@H]3C)[C@@H]2O)cc1OC
22 | -5% | 4% | COCCN(C(=O)COC(=O)C1CC(=O)N(c2ccc(C)cc2)C1)c1c(N)n(Cc2ccccc2)c(=O)[nH]c1=O (configuration not stated)
23 | -8% | -1% | O=c1ccc2c(ccc3ncccc32)o1
24 | -1% | 14% | Cn1c(=O)c2cccnc2c(=O)n1C

In a second layout: entries from further up.
Order of results: PGK inhibitor | GLS inhibitor
9. Cc1ccc2nc(-c3ccc(Br)cc3)cc(C(=O)NCC3CCCO3)c2c1 (configuration not stated)
→ i | -6%
10. O=C(/C=C/c1cccc([N+](=O)[O-])c1)OCC(=O)N1CCCCC1
→ -5% | 2%

Continuation.
nr | PGK inhibitor | GLS inhibitor | Compound
25 | i | 7.9µM* | O=c1c2ccccc2sn1-c1cccc(Cl)c1
26 | 2% | -2% | CSc1ncnc2c1ncn2CCCN(C)Cc1ccco1
27 | i | 2% | C[C@H]1CN([C@@H](C)CO)S(=O)(=O)c2ccc(Br)cc2O[C@H]1CN(C)S(=O)(=O)c1ccccc1
28 | i | -6% | N#CCCN(C(=O)COC(=O)c1ccc(Cl)nc1)c1ccc2c(c1)OCCO2
29 | -5% | 3% | NS(=O)(=O)c1ccc(CNC(=O)c2cc(S(=O)(=O)N3CCOCC3)ccc2N2CCCC2)cc1
30 | -3% | -4% | O[C@@H]1CN(CC2CCCCC2)[C@@H](c2ccccc2)C[C@H]1n1cc(C2CC2)nn1
31 | 0% | -1% | C[C@H](CO)N1C[C@H](C)[C@H](CN(C)C(=O)c2ccncc2)OCc2ccccc2-c2c(n(C)c3ccccc23)C1=O
32 | 1% | 21% | CCOc1cc(/C=N/NC(=O)c2ccncc2)cc(Br)c1O
33 | -5% | 2% | O=C(COC(=O)c1cccc(S(=O)(=O)N2CCCC2)c1)Nc1cccc(Br)c1
34 | -1% | 9% | CN[C@H]1C[C@H]2c3[nH]c4ccccc4c3CCN2C(=O)[C@H]1[C@H](C)O
35 | 10% | 2% | COc1cc(Cl)c(C)cc1NC(=O)c1ccccc1NC(=O)CN1CCN(C(C)=O)CC1
36 | 5% | 1% | O=C(O)c1ccc2c(c1)S(=O)(=O)c1cc(N3CCN(c4ncccn4)CC3)ccc1C2=O

Further results follow:
nr | PGK inhibitor | GLS inhibitor | Compound
37 | -4% | 2% | CCc1ncc(CO)n1Cc1cccc2ccccc12
38 | 0% | -1% | COc1ccccc1N1CCN(c2ccc3c(c2)S(=O)(=O)c2cccc(C(=O)NCC4CC4)c2C3=O)CC1
39 | -3% | -2% | C#CCN(C[C@H]1[C@H](OC(=O)NCCCCCC)[C@H](OC(=O)NCCCCCC)C[C@@H](C(=O)OC)[C@H]1C(=O)OC)S(=O)(=O)c1ccc(C)cc1
40 | -5% | -2% | COc1ccc(CN2CCNC(=O)C2CC(=O)N(C)C2CCCCC2)cc1OC (configuration not stated)
41 | 12% | 6% | Cc1ccc(S(=O)(=O)N2CC3(O)CN(C(=O)OC(C)C)N(C(=O)OC(C)C)CC3(OC(=O)Nc3cccs3)C2)cc1 (configuration not stated)
42 | -5% | -4% | COc1ccc(CC(=O)O/N=C(\N)c2ccncc2)cc1OC
43 | 0% | -9% | CC(C)(C)S(=O)N1Cc2cc(CO)ccc2[C@H]1CCO (some centres not stated)
44 | 6% | -1% | O=C(COC(=O)Cc1ccc(Cl)c(Cl)c1)NCCc1ccccc1
45 | -4% | 4% | CN(CC(=O)Nc1ccc(Cl)c(Cl)c1)C(=O)c1ccccc1SCC(=O)N1CCCC1
46 | i | 1% | Cc1c(NC(=O)c2cccc(NC(=O)C(C)Oc3ccccc3)c2)c(=O)n(-c2ccccc2)n1C (configuration not stated)
47 | 5% | -2% | CC1C=CC(C)C(C(=O)c2ccccc2)C1C(=O)c1ccccc1 (configuration not stated)
48 | 3% | -9% | C[C@H](CO)N1C[C@H](C)[C@@H](CN(C)Cc2cncnc2)Oc2cc(Br)ccc2S1(=O)=O

Later entries
nr | PGK inhibitor | GLS inhibitor | Compound
49 | 0% | 7% | O=S(=O)(Nc1ccc2c3c(cccc13)CC2)c1ccccc1
50 | -10% | 1% | C[C@H]1CN([C@@H](C)CO)C(=O)c2cc(Br)cnc2O[C@H]1CN(C)C(=O)c1ccc2c(c1)OCO2
51 | -6% | -4% | O=C(Nc1cccc(C(=O)O)c1)/C(=C\c1cccc([N+](=O)[O-])c1)NC(=O)c1ccc(Br)cc1
52 | -2% | 0% | CC(C)CC1C(=O)N(Cc2cn(CCC3OCCCO3)nn2)CCS(=O)(=O)N1Cc1ccc(-c2ccncc2)cc1 (configuration not stated)
53 | i | -9% | c1ccc(C2=NCCCO2)cc1
54 | -9% | -6% | C[C@H]1CN([C@@H](C)CO)C(=O)CCCn2nncc2CO[C@@H]1CN(C)Cc1ccc(-c2ccccc2)cc1
55 | -2% | 1% | CC(C)(C)c1cc(NC(=O)COC(=O)c2ccccc2)n(-c2ccccc2)n1
56 | -9% | 0% | COc1ccc(CC(=O)NCc2ccccc2F)cc1S(=O)(=O)N1CCOCC1

Compounds above containing a halogen (17):
nr | PGK inhibitor | GLS inhibitor | Compound
9 | i | -6% | Cc1ccc2nc(-c3ccc(Br)cc3)cc(C(=O)NCC3CCCO3)c2c1 (configuration not stated)
11 | -5% | 1% | [O-][n+]1ccc(CC(O)(C(F)(F)F)C(F)(F)F)cc1
13 | -6% | 8% | Cc1noc(NS(=O)(=O)c2ccc(NC(=O)/C=C/c3ccc(Cl)cc3Cl)cc2)c1C
15 | -6% | 2% | O=C(COC(=O)c1cc(S(=O)(=O)N2CCOCC2)ccc1Cl)Nc1ccc(Cl)cn1
17 | 0% | -6% | C[C@@H]1CN([C@@H](C)CO)C(=O)c2cc(Br)cnc2O[C@H]1CN(C)S(=O)(=O)c1cccs1
25 | i | 7.9µM* | O=c1c2ccccc2sn1-c1cccc(Cl)c1
27 | i | 2% | C[C@H]1CN([C@@H](C)CO)S(=O)(=O)c2ccc(Br)cc2O[C@H]1CN(C)S(=O)(=O)c1ccccc1
28 | i | -6% | N#CCCN(C(=O)COC(=O)c1ccc(Cl)nc1)c1ccc2c(c1)OCCO2
32 | 1% | 21% | CCOc1cc(/C=N/NC(=O)c2ccncc2)cc(Br)c1O
33 | -5% | 2% | O=C(COC(=O)c1cccc(S(=O)(=O)N2CCCC2)c1)Nc1cccc(Br)c1
35 | 10% | 2% | COc1cc(Cl)c(C)cc1NC(=O)c1ccccc1NC(=O)CN1CCN(C(C)=O)CC1
44 | 6% | -1% | O=C(COC(=O)Cc1ccc(Cl)c(Cl)c1)NCCc1ccccc1
45 | -4% | 4% | CN(CC(=O)Nc1ccc(Cl)c(Cl)c1)C(=O)c1ccccc1SCC(=O)N1CCCC1
48 | 3% | -9% | C[C@H](CO)N1C[C@H](C)[C@@H](CN(C)Cc2cncnc2)Oc2cc(Br)ccc2S1(=O)=O
50 | -10% | 1% | C[C@H]1CN([C@@H](C)CO)C(=O)c2cc(Br)cnc2O[C@H]1CN(C)C(=O)c1ccc2c(c1)OCO2
51 | -6% | -4% | O=C(Nc1cccc(C(=O)O)c1)/C(=C\c1cccc([N+](=O)[O-])c1)NC(=O)c1ccc(Br)cc1
56 | -9% | 0% | COc1ccc(CC(=O)NCc2ccccc2F)cc1S(=O)(=O)N1CCOCC1
